# Source: PubChem BioAssay
# HUVEC inhibit – inhibitors of human endothelial cell proliferation; viability, % at 10 µM (by protocol); AID 648; HUVEC proliferation, CellTiter-Glo luminescence, 72 h; stronger effect = lower value; hit rate 1.1% among 86,000;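 active means viability at or below 30%; inactive means viability above 30%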;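 further: 100% = median luminescence of DMSO-only cell control wells on each plate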
# S1P2 antag – S1P2 (human) receptor antagonism; cell-based S1P2 antagonist assay, inhibition at 5 uM; O95136; inhibition, % at 5 µM; hit rate 0.21% among 97,000; AID 736; in the data active means inhibition above about 45%;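 further: CRE beta-lactamase reporter cells expressing human S1P2 stimulated with S1P; 0% = agonist at EC80 alone and 100% = agonist plus reference antagonist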
# Target sequence (O95136 whole entry, looked up): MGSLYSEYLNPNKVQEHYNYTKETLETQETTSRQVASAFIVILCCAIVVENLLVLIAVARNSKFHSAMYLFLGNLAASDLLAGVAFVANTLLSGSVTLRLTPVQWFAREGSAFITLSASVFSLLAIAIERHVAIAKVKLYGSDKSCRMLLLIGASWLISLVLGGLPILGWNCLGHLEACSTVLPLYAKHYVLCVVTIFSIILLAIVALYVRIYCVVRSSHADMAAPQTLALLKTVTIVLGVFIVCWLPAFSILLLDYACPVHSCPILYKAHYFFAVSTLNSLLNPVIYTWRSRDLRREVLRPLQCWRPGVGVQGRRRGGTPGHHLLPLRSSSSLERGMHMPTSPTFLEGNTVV
# sEH inh – inhibitors of human soluble epoxide hydrolase; recombinant human sEH enzymatic activity assay; inhibition, % at 2 µM; hit rate 0.34% among 91,000; in the data active means inhibition above about 80%; further: values of inactives mirror those of a sister screen read the other way; many of its hits are not listed in these tables
# Target sequence (P34913 whole entry, looked up): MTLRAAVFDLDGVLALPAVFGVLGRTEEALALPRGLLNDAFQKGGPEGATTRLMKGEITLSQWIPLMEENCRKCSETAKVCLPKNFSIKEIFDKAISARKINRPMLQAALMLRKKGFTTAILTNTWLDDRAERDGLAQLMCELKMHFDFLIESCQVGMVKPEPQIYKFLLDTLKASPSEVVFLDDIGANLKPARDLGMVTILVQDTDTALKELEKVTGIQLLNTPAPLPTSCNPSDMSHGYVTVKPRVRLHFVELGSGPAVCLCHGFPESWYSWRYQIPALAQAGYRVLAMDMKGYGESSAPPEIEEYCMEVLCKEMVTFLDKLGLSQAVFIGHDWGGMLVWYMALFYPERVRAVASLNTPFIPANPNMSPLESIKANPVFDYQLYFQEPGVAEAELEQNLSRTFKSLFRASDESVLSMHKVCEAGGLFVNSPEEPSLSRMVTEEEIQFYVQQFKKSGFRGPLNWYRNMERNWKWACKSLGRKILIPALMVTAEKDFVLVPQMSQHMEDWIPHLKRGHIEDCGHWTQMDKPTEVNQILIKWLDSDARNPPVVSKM
# H69AR inhibit – blocks growth of human H69AR lung tumor cells; viability, % at 10 µM; H69AR lung tumor viability, ATP luminescence, 72 h; stronger effect = lower value; hit rate 6% among 85,000;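 active means viability at or below 40%; inactive means viability above 40%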;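 further: multidrug resistant small cell line overexpressing MRP-1 efflux transporter; 100% = mean luminescence of untreated control wells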
# sEH activator – soluble epoxide hydrolase (human) activation; P34913; purified human sEH enzymatic activity, activator screen; activation, % at 2 µM; hit rate 0.04% among 91,000; AID 717; in the data active means activation above about 37%; further: values of inactives mirror those of a sister screen read the other way
# Lung fibro prol – blocks proliferation of human lung fibroblasts; LL 47 human lung fibroblast viability, ATP luminescence; stronger effect = lower value; viability, % at 10 µM; hit rate 1.1% among 85,000; AID 719;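 active means viability at or below 50% in the single dose screen; inactive means viability above 50%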;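 further: compound exposure lasted 72 h before the ATP readout; 100% = median luminescence of untreated cell-only wells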
#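 Times – overnight cell rest, 72 h compound treatment at 37 °C · Test system – human lung fibroblast line LL 47, low passage · Amount – 1,150 cells in each well · Controls – cell-only wells, no compound · Doses – 0.1% DMSO in all compound wells · Measured by – CellTiter-Glo luminescence · Buffer or medium – IMEM plus 15% FBS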
# LYP act – activators of human LYP (PTPN22) phosphatase | Q9Y2R2 | activation, % at 2 µM | hit rate 0.11% among 96,000 | recombinant LYP, DiFMUP fluorescence; 0 = plate median, 100 = signal doubled;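 active means activation at 2 µM above a set limit, the mean plus 5 SD, cut at about 37% in these data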
# PostGolgi ctrl – inhibits growth of the yeast control strain; efflux-deficient yeast background strain, growth absorbance A615, 16 h; inhibition, % at 10 µM; hit rate 5% among 98,000; in the data active means inhibition above about 30%
# S1P2 agonist – agonists of human S1P2 receptor; S1P2-expressing cell line, agonist reporter read-out; activation, % at 4.5 µM; hit rate 0.46% among 97,000; AID 729; in the data active means activation above about 16%;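 further: 0% = vehicle low control and 100% = maximal reference agonist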
# * hit, by the source's call; x = not tested or not shown. An excerpt (hit frequency here may not be typical).
entry	Compound	HUVEC inhibit	S1P2 antag	sEH inh	H69AR inhibit	sEH activator	Lung fibro prol	LYP act	PostGolgi ctrl	S1P2 agonist
1	Cc1cccc(C)c1NC(=O)C(=O)NCCOc1ccc(Cl)cc1	x	1	3	x	2	x	-8	29	-5
2	COc1ccc(N2CCN(CCNC(=O)c3ccc(NC(=O)C4CCCO4)cc3)CC2)cc1 (configuration not stated)	97	x	x	84	x	94	x	0	x
3	CCN(CC)C(=O)CC(c1ccc(F)cc1)c1ccco1 (configuration not stated)	101	9	-6	86	10	104	14	10	2
4	O=C(O)c1cccc(Cn2c(Cl)c(/C=N/NC(=O)c3ccccc3Cl)sc2=O)c1	x	4	16	x	-15	x	-1	-12	-9
5	COc1cccc(C(=O)NCCC2=CCCCC2)c1	99	-8	50	95	-49	107	-6	0	-5
6	COc1ccc(CC(=O)N2CCNC2=O)cc1	94	12	-5	95	9	101	-3	-2	-3
7	Cc1nn(C)c(C)c1S(=O)(=O)N1CCCC(C(=O)NC2CCCCC2)C1 (configuration not stated)	105	4	22	100	-20	110	-6	-1	-8
8	CC1(C)Cc2c(sc3nc(-c4ccccc4Cl)n(N)c(=O)c23)CO1	105	-4	1	54	-1	95	-3	10	-7
9	CCCCCCCCCc1nc(N)n[nH]1	x	-15	3	x	0	x	-4	18	-3
10	O=C(c1ccc(F)cc1)N1CCCCC(Sc2nnc3ccccn23)C1=O (configuration not stated)	101	-22	-1	94	3	109	-6	2	-1
11	CCn1c(SCc2nc3ccccc3c(=O)[nH]2)nc2ccccc2c1=O	72	-9	-1	65	0	100	3	x	15
12	Cc1cc(SCC#N)n2nc(C)c(-c3ccccc3)c2n1	53	-33	-11	26*	13	74	9	15	16*
13	CCOc1nc2c(c(=O)n(C)c(=O)n2C)n1Cc1ccccc1Cl	91	12	4	52	-6	89	8	17	-6
14	O=S1(=O)C=C(SCCN2CCCCC2)c2ccccc21	97	5	-7	62	7	83	-5	2	2
15	Cc1ccc(SCC(=O)NCCCN2CCOCC2)cc1	110	-8	12	89	-10	92	-2	2	4
16	Cc1occc1C(=O)N1N=C(C2CC2)CC1(O)C(F)(F)F (configuration not stated)	103	7	-10	91	11	101	10	-2	0
17	COc1ccc(C2NCCC3(O)CCCCC23)c(OC)c1OC (configuration not stated)	93	-2	-5	89	5	96	-3	1	-7
18	OC(COc1ccc(OCc2ccccc2)cc1)CN1CCOCC1 (configuration not stated)	97	17	-15	100	15	99	-7	24	-1
19	CCC(C)(C(=O)NC1CCCCC1)N(C(=O)c1ccccn1)c1ccc(C)cc1 (configuration not stated)	91	-11	-14	106	10	96	5	8	-6
20	O=C(Nc1ccc(N2CCN(C(=O)c3ccccc3)CC2)c(Cl)c1)c1cccnc1	71	-9	18	50	-20	93	3	4	-4
21	CC(=O)N1CCN(Cc2nc3cc(NC(=O)c4ccc(Cl)cc4)ccc3n2C)CC1	85	2	-4	47	2	101	0	9	-3
22	Cc1nc2nc(SCC(N)=O)[nH]c2cc1Br	91	-1	12	94	-14	99	2	-4	-6
23	CCOc1cc2[nH]c(=S)n(CCN3CCCCC3CC)c(=O)c2cc1OCC (configuration not stated)	72	8	0	79	-3	78	11	7	-3
24	CSc1nc(C)c(C(=O)Nc2ccccc2)c(C)c1C#N	91	5	-11	84	10	96	3	15	-4
25	CCOC(=O)CN1C(=O)C(=O)c2cc(C)ccc21	96	7	8	20*	-6	103	6	5	-4

# The list continues:
entry	Compound	HUVEC inhibit	S1P2 antag	sEH inh	H69AR inhibit	sEH activator	Lung fibro prol	LYP act	PostGolgi ctrl	S1P2 agonist
26	O=C(NC1CCCC1)C(c1ccccc1)N(C(=O)c1ccco1)C1CCCC1 (configuration not stated)	94	-13	-4	90	2	85	-4	x	-5
27	Nc1c(C(=O)NCc2ccco2)nnn1CC(=O)Nc1ccccc1	88	-6	2	105	-6	94	0	4	1
28	CCOc1ccc(NS(=O)(=O)c2ccc3c(c2)CCN3C(=O)C2CCC2)cc1	103	-8	6	113	-7	102	5	18	-10
29	O=C(O)Cn1c(SCCOc2ccccc2F)nc2ccccc21	x	13	11	x	-11	x	0	-1	-1
30	c1ccc(N2CCN(Cc3cn4cccnc4n3)CC2)cc1	94	7	-1	101	3	97	0	6	-3
31	COC(=O)CCC(=O)N1CCc2cc(S(=O)(=O)N3CCN(c4ccccc4Cl)CC3)ccc21	97	5	-19	94	20	97	0	8	-5
32	COc1ccc(OC)c(C2c3c(oc4ccccc4c3=O)C(=O)N2CCCN(C)C)c1 (configuration not stated)	99	3	-1	88	0	104	-1	5	-6
33	Cc1ccc(-c2nc(CS(=O)(=O)CC(=O)N3CCc4ccccc4C3)c(C)o2)cc1	92	x	x	87	x	100	x	12	x
34	CCOC(=O)c1cnc2ccccc2c1NCCO	100	x	x	89	x	104	x	3	x
35	CCn1c(SCC(=O)c2ccc(Br)cc2)nnc1C(C)NC(=O)Cc1ccc(OC)cc1 (configuration not stated)	116	-16	4	100	-2	101	-3	7	-2
36	O=C(Cc1cccs1)NCc1ccc(F)cc1	106	-11	11	96	-11	94	5	6	-4
37	C=CCSc1nc(C)c(CC(=O)OCCCC)c(=O)[nH]1	95	x	x	97	x	107	x	8	x
38	CCOc1ccc(C(C)=O)cc1CSc1nnc(-c2cccs2)n1CC1CCCO1 (configuration not stated)	94	-2	7	86	-7	102	6	12	-3
39	CS(=O)(=O)N1CCN(Cc2ccc(C(F)(F)F)cc2)CC1	x	3	12	x	-14	x	12	-6	-6
40	O=C1CC(C(=O)NCc2ccccc2)N=C(N2CCCCC2)N1 (configuration not stated)	95	-8	-6	91	9	99	5	8	-11
41	O=C(COC(=O)c1cncc(Br)c1)NCC1CCCO1 (configuration not stated)	102	-15	2	105	1	99	-8	4	-11
42	CCC(C)(C)NC(=O)C(c1ccccc1)N(Cc1cccs1)C(=O)Cn1nnc2ccccc21 (configuration not stated)	97	13	-21	65	20	107	-7	x	-2
43	CCc1nc(-c2ccc(C)nc2OC)no1	99	-13	-11	87	13	103	-10	-2	5
44	Cc1ccc(NC(=O)CSc2nnc(-c3cnccn3)n2-c2ccccc2)cc1	x	9	-4	x	5	x	-9	8	-6
45	CN(C)c1ccc(C(=O)OCc2ccccc2)cc1	110	-28	-14	91	8	103	0	6	-1
46	Cc1c(C)n(Cc2ccccc2)c2ncnc(N)c12	93	20	5	80	-6	90	3	4	-3
47	O=C(C1=COCCO1)N1CCN(S(=O)(=O)c2cccc(Cl)c2Cl)CC1	96	11	-13	101	12	106	2	12	-9
48	O=C(NCCc1c[nH]c2ccccc12)c1cnc2n(c1=O)CCS2	87	x	x	74	x	95	x	7	x
49	Cc1cc(C(=O)OCCN2C(=O)c3ccccc3C2=O)c2ccccc2n1	82	-23	x	60	x	103	9	10	-1
50	CCn1c(SCC(=O)Nc2ccccc2)nnc1-c1ccc(S(=O)(=O)N2CCOCC2)cc1	99	-7	-9	54	9	92	6	3	-3

# Some of these compounds in order of formula weight, ascending.
entry	Compound	HUVEC inhibit	S1P2 antag	sEH inh	H69AR inhibit	sEH activator	Lung fibro prol	LYP act	PostGolgi ctrl	S1P2 agonist
25	CCOC(=O)CN1C(=O)C(=O)c2cc(C)ccc21	96	7	8	20*	-6	103	6	5	-4
46	Cc1c(C)n(Cc2ccccc2)c2ncnc(N)c12	93	20	5	80	-6	90	3	4	-3
13	CCOc1nc2c(c(=O)n(C)c(=O)n2C)n1Cc1ccccc1Cl	91	12	4	52	-6	89	8	17	-6

# Looked up above.
# entry 16 in PostGolgi ctrl is entered as -2
# entry 13 in S1P2 agonist is entered as -6
# entry 10 in PostGolgi ctrl is entered as 2

# Random excerpt: seven entries already listed
entry	Compound	HUVEC inhibit	S1P2 antag	sEH inh	H69AR inhibit	sEH activator	Lung fibro prol	LYP act	PostGolgi ctrl	S1P2 agonist
34	CCOC(=O)c1cnc2ccccc2c1NCCO	100	x	x	89	x	104	x	3	x
8	CC1(C)Cc2c(sc3nc(-c4ccccc4Cl)n(N)c(=O)c23)CO1	105	-4	1	54	-1	95	-3	10	-7
19	CCC(C)(C(=O)NC1CCCCC1)N(C(=O)c1ccccn1)c1ccc(C)cc1 (configuration not stated)	91	-11	-14	106	10	96	5	8	-6
18	OC(COc1ccc(OCc2ccccc2)cc1)CN1CCOCC1 (configuration not stated)	97	17	-15	100	15	99	-7	24	-1
22	Cc1nc2nc(SCC(N)=O)[nH]c2cc1Br	91	-1	12	94	-14	99	2	-4	-6
32	COc1ccc(OC)c(C2c3c(oc4ccccc4c3=O)C(=O)N2CCCN(C)C)c1 (configuration not stated)	99	3	-1	88	0	104	-1	5	-6
7	Cc1nn(C)c(C)c1S(=O)(=O)N1CCCC(C(=O)NC2CCCCC2)C1 (configuration not stated)	105	4	22	100	-20	110	-6	-1	-8

# Arranged by value in LYP act (smallest number first): some entries from above
No.	SMILES	LYP act
43	CCc1nc(-c2ccc(C)nc2OC)no1	-10
42	CCC(C)(C)NC(=O)C(c1ccccc1)N(Cc1cccs1)C(=O)Cn1nnc2ccccc21 (configuration not stated)	-7
30	c1ccc(N2CCN(Cc3cn4cccnc4n3)CC2)cc1	0
46	Cc1c(C)n(Cc2ccccc2)c2ncnc(N)c12	3
36	O=C(Cc1cccs1)NCc1ccc(F)cc1	5
38	CCOc1ccc(C(C)=O)cc1CSc1nnc(-c2cccs2)n1CC1CCCO1 (configuration not stated)	6
49	Cc1cc(C(=O)OCCN2C(=O)c3ccccc3C2=O)c2ccccc2n1	9

# Later entries:
entry	Compound	HUVEC inhibit	S1P2 antag	sEH inh	H69AR inhibit	sEH activator	Lung fibro prol	LYP act	PostGolgi ctrl	S1P2 agonist
51	CC1(C)CC(=O)C(C=NCCN2CCN(C(=O)c3ccccc3)CC2)=C(O)C1	94	10	6	93	-5	105	-2	10	-5
52	COc1cccc(C(=O)NCC2CCN(c3ccc(S(=O)(=O)N4CCOCC4)cc3)CC2)c1	86	6	46	30*	-47	92	-8	0	-6
53	O=S(=O)(c1ccc(N2CCN(c3ccc(F)cc3)CC2)cc1)N1CCCC1	93	8	43	90	-44	96	5	1	-3
54	CCOc1ccc(C(=O)Nc2ccccc2N2CCCC2)cc1	96	2	-2	36*	6	92	9	8	-7
55	CCN(CC)S(=O)(=O)c1ccc(Nc2cc(C)nc3ncnn23)cc1	81	2	-11	78	11	93	-2	7	-6
56	CN1CCN(C(=O)C2(NC(=O)Nc3cccc(F)c3)CCCCC2)CC1	96	-11	-8	90	8	91	-1	12	2
57	Cn1c(Cc2csc(N)n2)nnc1SC/C=C/c1ccccc1	99	7	4	82	-2	100	-12	0	-3
58	O=c1[nH]c(N2CCN(c3ccccc3)CC2)nc2c1CCCC2	77	-3	5	21*	-8	100	6	7	-3
59	Cc1cc(C)n2nc(C(=O)Nc3ccc(N4CCOCC4)cc3)nc2n1	93	-20	-2	101	0	99	6	3	-2
60	Cc1nc2ccc(NC(=O)C3CCN(S(=O)(=O)c4cccs4)CC3)cc2s1	83	23	16	103	-15	87	0	4	-3
61	O=[N+]([O-])C(/C=C(\Cl)[N+](=O)[O-])=C1N(Cc2ccc(Cl)nc2)CCN1Cc1ccc(Cl)nc1	x	-24	-10	x	10	x	0	2	-2
62	CCCCCC(=O)N1CCN(CCN=CC2=C(O)CC(c3ccc(OC)c(OC)c3)CC2=O)CC1 (configuration not stated)	92	10	4	96	-6	94	-7	14	-2
63	CCn1c(COc2ccccc2C)nnc1SCC(=O)N1CCCCC1	88	2	7	97	-6	106	-4	13	-9
